# ADAM10 inh = inhibitors of human ADAM10; inhibition, % at 7 µM; 0.62% of 370,000 active; O14672; recombinant ADAM10, EDANS/DABCYL FRET peptide cleavage, 3 h;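 active = inhibition above a per-campaign cutoff equal to the mean of compounds falling between control-based bounds plus 3 SD, cut at about 20% in these data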;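 note: 0% = DMSO wells while the 100% control is not disclosed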
# Target sequence (O14672 214-748 limits assumed): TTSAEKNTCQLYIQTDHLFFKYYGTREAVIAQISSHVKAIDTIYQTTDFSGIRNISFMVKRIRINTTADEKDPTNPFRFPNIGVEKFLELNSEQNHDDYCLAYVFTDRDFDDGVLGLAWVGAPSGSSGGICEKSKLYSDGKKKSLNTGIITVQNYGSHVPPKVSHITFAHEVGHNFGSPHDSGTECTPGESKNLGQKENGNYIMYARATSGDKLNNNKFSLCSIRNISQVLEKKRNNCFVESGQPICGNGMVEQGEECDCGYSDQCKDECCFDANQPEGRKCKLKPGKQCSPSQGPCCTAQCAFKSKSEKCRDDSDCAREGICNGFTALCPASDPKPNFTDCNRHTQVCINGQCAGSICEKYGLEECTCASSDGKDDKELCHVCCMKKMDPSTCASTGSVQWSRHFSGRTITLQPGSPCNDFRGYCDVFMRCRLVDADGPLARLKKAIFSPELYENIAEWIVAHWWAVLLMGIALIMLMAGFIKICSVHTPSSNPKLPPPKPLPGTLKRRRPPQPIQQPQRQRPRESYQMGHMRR
# Tn7 DDE FP = DD(E)-Tn7 binding inhibition, primary FP screen; P02675; FP displacement of FITC-Tn7 peptide from fibrin DD(E); 0% = median of compound wells per plate; inhibition, % at 8.3 µM; 0.13% of 370,000 active; AID 720508;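 active = inhibition above the mean of compounds falling within the control limits plus 3 SD of them, cut at about 14% in these data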;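 note: 0% = plate median of compound wells and 100% = 10 µM Aha-Tn7 peptide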
#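 Assay system: human fibrin DD(E). Input: DD(E) 2 µM final. Medium: Tris buffer with calcium and detergent, pH 7.8. Compound dosing: single point at 8.3 µM. Timing: 10 min plus 3 h, room temperature. Technique: fluorescence polarization of the labelled Tn7 tracer. Read-out: percent inhibition. Replicates: singlicate testing.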
# Tn6 DDE FP = DD(E)-Tn6 binding inhibition, primary FP screen; P02675; Fibrin DD(E) TRITC-Tn6 fluorescence polarization displacement; inhibition, % at 8.3 µM; 0.21% of 370,000 active;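 active = inhibition above a per-campaign cutoff: mean of compounds within control limits plus 3 SD, cut at about 15% in these data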;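 note: 0% = median of all compound wells on the plate and 100% = blocking peptide control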
# LEDGF integ inh = blocks HIV-1 LEDGF/p75-dependent DNA integration | TR-FRET IN-LEDGF/p75 DNA integration, Eu/Cy5 | 0.64% of 370,000 active | inhibition, % at 3.7 µM;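 active = inhibition above the screen-wide mean plus 3 SD, cut at about 13% in these data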;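 note: signal is the Cy5 over europium emission ratio at 671 and 618 nm; 0% = plate median of compound wells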
# PLCg1 inh = PLC-gamma1 (human) inhibition, primary screen; P19174; purified PLC-gamma1, fluorogenic substrate, fluorescence; inhibition, % at 12.2 µM; 0.84% of 370,000 active; in the data active = inhibition above about 9.5%
# ASAP1 inh = inhibitors of human ASAP1 ArfGAP activity; Q9ULH1; ASAP1-stimulated ARF1 GTP hydrolysis, GDP FP detection; inhibition, % at 16.5 µM; 0.19% of 360,000 active; AID 624377; in the data active = inhibition above about 25%;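 note: 0% = vehicle with enzyme and substrate and 100% = no enzyme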
# ADAM17 inh = ADAM17 inhibition, QFRET primary screen; P78536; recombinant ADAM17, EDANS/DABCYL FRET peptide cleavage; inhibition, % at 6.95 µM; 0.83% of 370,000 active; AID 720648;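 active = inhibition above the mean of compounds lying between control limits plus 3 SD, set per campaign, cut at about 8.5% in these data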;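 note: 0% = DMSO-only wells as the low control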
# proKLK7 act = activators of human kallikrein-7 zymogen. P49862. purified proKLK7, EDANS-DABCYL substrate fluorescence; 100% is mature enzyme control, 0% vehicle. activation, % at 7 µM. 0.9% of 370,000 active;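 active = activation above the mean of all tested compounds plus 3 SD, computed per campaign excluding outliers beyond control limits, cut at about 13% in these data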
# TDP2 inh = blocks human TDP2 phosphodiesterase activity | O95551 | recombinant TDP2, T5PNP hydrolysis, p-nitrophenol absorbance 415 nm | inhibition, % at 12.8 µM | 0.34% of 370,000 active;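 active = inhibition above the mean of all tested compounds plus 3 SD, set per campaign, cut at about 25% in these data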;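 note: 0% = DMSO with enzyme and 100% = buffer with substrate but no TDP2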
#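 test system = human TDP2 enzyme | input = TDP2 enzyme at 120 nM final | medium = 50 mM Tris-HCl pH 7.5 with Mg2+, KCl, DTT, BSA | also added = T5PNP substrate, 5 mM | times = 2 h at 37 °C | technique = epi absorbance | benchmarks = high control without enzyme, low control DMSO plus TDP2 | replication = each compound tested once, singlicate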
# ARFGAP1 inh = inhibitors of rat ARFGAP1; Q62848; Arfgap1-stimulated ARF1 GTP hydrolysis, GDP FP detection; inhibition, % at 16.5 µM; 0.26% of 360,000 active; AID 651572;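 active = inhibition above a per-plate limit, mean inhibition of low control wells plus 3 SD, cut at about 25% in these data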;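 note: 0% = DMSO wells with enzyme and 100% = wells lacking Arfgap1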
# Target sequence (Q62848 1-136 limits assumed): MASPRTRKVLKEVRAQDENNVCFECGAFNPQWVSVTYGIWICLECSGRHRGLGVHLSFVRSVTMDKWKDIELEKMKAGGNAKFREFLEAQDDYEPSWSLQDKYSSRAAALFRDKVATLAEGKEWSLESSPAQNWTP
#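 Material: truncated rat Arfgap1 GAP domain; Incubation: compound-enzyme preincubation 20 min, reaction 120 min, detection 60 min, 25 °C; Read-out: percent inhibition of Arfgap1-stimulated GTP hydrolysis; Technique: FP, GDP Alexa 633 tracer displaced from anti-GDP antibody, 620/688 nm; Controls: No-Arfgap1 wells (100%) versus DMSO full-reaction wells (0%); Replication: single well per compound.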
# * hit, by the source's call; · = no result given.
# The first 13 entries as a preview:
no.	ADAM10 inh	compound	Tn7 DDE FP	Tn6 DDE FP	LEDGF integ inh	PLCg1 inh	ASAP1 inh	ADAM17 inh	proKLK7 act	TDP2 inh	ARFGAP1 inh
1	2.4	O=C(Cc1ccc(NC(=O)C2CCN(C(=O)C3CCCCC3)CC2)cc1)Nc1ccc(C(=O)N2CCOCC2)cc1	-1.7	-0.6	0.0	12.9*	-4.9	6.0	0.4	-17.1	7.4
2	-0.1	COCCCn1c(=O)c2sccc2n(Cc2cccc(F)c2)c1=O	-0.2	2.6	-0.9	0.8	9.8	-0.6	-0.8	5.6	0.5
3	12.7	C=CCN1C(=O)C(CC(=O)O)SC1=Nc1ccc(N=Nc2ccccc2)cc1 (centres undefined)	2.8	2.6	-2.0	5.2	10.1	-0.8	0.0	7.1	2.0
4	-67.2	Cc1ccc(C(=O)C(C)Oc2ccc3ccc(=O)oc3c2)cc1 (centres undefined)	3.6	10.4	0.5	-10.2	-12.5	-19.6	-1.4	16.7	-3.5
5	14.5	O=C(Nc1cccc(C(F)(F)F)c1)OCCCN1CCC2(CCC(c3ccccc3)CC2)C1=O (centres undefined)	4.0	5.3	2.9	4.6	·	6.9	0.1	-10.2	·
6	-21.1	O=C(CN1C(=O)c2ccccc2S1(=O)=O)Nc1ncc(Cl)cc1Cl	-4.6	10.6	7.2	-20.2	-5.4	-5.1	0.3	3.4	4.7
7	-3.1	Cn1c(=O)[nH]c(=O)c2c1nc(N1CCCCC1)n2CCSc1ncccn1	-1.4	-2.0	-0.4	0.5	11.5	1.5	0.3	-7.3	2.5
8	-5.3	O=C(CN1CCN(CC(=O)Nc2ccccn2)CC1)Nc1ccccn1	3.5	7.1	0.8	3.4	-10.1	-1.7	0.5	7.9	-7.8
9	15.3	Cc1ccc2nc(SCC(=O)Nc3cc(C(F)(F)F)ccc3N3CCOCC3)[nH]c2c1	-1.6	-3.3	1.6	2.6	7.4	4.6	-0.1	-9.5	3.1
10	1.2	O=C(CSc1ccc(S(=O)(=O)N2CCOCC2)cn1)Nc1ccc(F)c(F)c1	-4.1	-2.4	5.2	1.6	-18.7	0.7	-0.4	-3.0	1.0
11	0.4	O=C(NNC(=O)c1ccccc1-n1cccc1)c1ccc(Cl)cc1	2.8	-0.2	-2.4	1.4	-6.6	-4.0	0.6	-6.3	4.7
12	2.2	COc1cccc2c1OCC(CN1CCN(CCC(C)C)C(CCO)C1)=C2 (centres undefined)	-4.7	2.3	4.2	2.8	-4.6	-1.2	0.0	2.0	-1.0
13	20.1*	Cc1sc2nc(CSc3ccccc3)nc(N3CCC(C(N)=O)CC3)c2c1C	-2.3	1.4	-1.8	3.2	11.8	7.2	-0.3	1.7	-2.4

# The whole of this part, previewed entries included:
no.	ADAM10 inh	compound	Tn7 DDE FP	Tn6 DDE FP	LEDGF integ inh	PLCg1 inh	ASAP1 inh	ADAM17 inh	proKLK7 act	TDP2 inh	ARFGAP1 inh
1	2.4	O=C(Cc1ccc(NC(=O)C2CCN(C(=O)C3CCCCC3)CC2)cc1)Nc1ccc(C(=O)N2CCOCC2)cc1	-1.7	-0.6	0.0	12.9*	-4.9	6.0	0.4	-17.1	7.4
2	-0.1	COCCCn1c(=O)c2sccc2n(Cc2cccc(F)c2)c1=O	-0.2	2.6	-0.9	0.8	9.8	-0.6	-0.8	5.6	0.5
3	12.7	C=CCN1C(=O)C(CC(=O)O)SC1=Nc1ccc(N=Nc2ccccc2)cc1 (centres undefined)	2.8	2.6	-2.0	5.2	10.1	-0.8	0.0	7.1	2.0
4	-67.2	Cc1ccc(C(=O)C(C)Oc2ccc3ccc(=O)oc3c2)cc1 (centres undefined)	3.6	10.4	0.5	-10.2	-12.5	-19.6	-1.4	16.7	-3.5
5	14.5	O=C(Nc1cccc(C(F)(F)F)c1)OCCCN1CCC2(CCC(c3ccccc3)CC2)C1=O (centres undefined)	4.0	5.3	2.9	4.6	·	6.9	0.1	-10.2	·
6	-21.1	O=C(CN1C(=O)c2ccccc2S1(=O)=O)Nc1ncc(Cl)cc1Cl	-4.6	10.6	7.2	-20.2	-5.4	-5.1	0.3	3.4	4.7
7	-3.1	Cn1c(=O)[nH]c(=O)c2c1nc(N1CCCCC1)n2CCSc1ncccn1	-1.4	-2.0	-0.4	0.5	11.5	1.5	0.3	-7.3	2.5
8	-5.3	O=C(CN1CCN(CC(=O)Nc2ccccn2)CC1)Nc1ccccn1	3.5	7.1	0.8	3.4	-10.1	-1.7	0.5	7.9	-7.8
9	15.3	Cc1ccc2nc(SCC(=O)Nc3cc(C(F)(F)F)ccc3N3CCOCC3)[nH]c2c1	-1.6	-3.3	1.6	2.6	7.4	4.6	-0.1	-9.5	3.1
10	1.2	O=C(CSc1ccc(S(=O)(=O)N2CCOCC2)cn1)Nc1ccc(F)c(F)c1	-4.1	-2.4	5.2	1.6	-18.7	0.7	-0.4	-3.0	1.0
11	0.4	O=C(NNC(=O)c1ccccc1-n1cccc1)c1ccc(Cl)cc1	2.8	-0.2	-2.4	1.4	-6.6	-4.0	0.6	-6.3	4.7
12	2.2	COc1cccc2c1OCC(CN1CCN(CCC(C)C)C(CCO)C1)=C2 (centres undefined)	-4.7	2.3	4.2	2.8	-4.6	-1.2	0.0	2.0	-1.0
13	20.1*	Cc1sc2nc(CSc3ccccc3)nc(N3CCC(C(N)=O)CC3)c2c1C	-2.3	1.4	-1.8	3.2	11.8	7.2	-0.3	1.7	-2.4
14	-4.7	COc1ccc(C(C(=O)NC2CCCCC2)N(C(=O)c2ccco2)c2ccccc2OC)cc1 (centres undefined)	1.0	6.2	-1.5	0.9	-1.6	1.3	0.2	-3.3	4.1
15	-456.6	Cn1c(=O)c2cc(NC(=S)NC3CCCCC3)ccc2n1C/C=C/c1ccccc1	-4.5	-2.5	-0.5	-184.3	-10.5	-148.2	3.5	-0.3	-5.1
16	-3.4	CCCCCCCCOC(=O)C(NC(=O)CCC(=O)Nc1ccc(S(N)(=O)=O)cc1)C(O)c1ccccc1 (centres undefined)	-1.5	7.6	0.6	0.0	-0.8	7.6	0.1	-7.2	13.9
17	-1.3	CCCn1c(SCC(=O)Nc2cc(C)on2)nc2c1c(=O)n(C)c(=O)n2C	-4.3	-7.6	-3.5	1.5	8.2	-4.1	0.0	-11.2	-4.8
18	4.4	O=C(CN(CCc1ccccc1)S(=O)(=O)c1ccc(Br)cc1)N/N=C/c1ccccc1C(=O)O	-2.5	2.1	4.9	3.3	-0.8	3.2	1.4	7.2	-10.4
19	6.4	Cc1[nH]n(-c2ccc([N+](=O)[O-])cc2)c(=O)c1/C=N/N1CCOCC1	-5.5	-3.4	1.4	3.7	2.6	2.3	-0.5	-4.4	6.7
20	-1.1	CCc1ccc(Oc2cc(Cl)nc(N)n2)cc1	2.6	5.2	-0.2	2.8	-8.1	1.4	-0.7	-11.2	11.6
21	-8.3	CC(C)CNC(=O)CC1Oc2ccccc2NC1=O (centres undefined)	-1.9	9.0	-3.9	1.2	·	-2.3	0.1	-7.0	·
22	-4.2	O=C(COC(=O)c1cc2ccccc2o1)c1ccccc1	-3.2	-5.7	3.2	-0.4	3.0	-5.4	-0.2	-5.1	-0.5

# Sorted by length of the SMILES (descending): part of the list above
no.	ADAM10 inh	compound	Tn7 DDE FP	Tn6 DDE FP	LEDGF integ inh	PLCg1 inh	ASAP1 inh	ADAM17 inh	proKLK7 act	TDP2 inh	ARFGAP1 inh
14	-4.7	COc1ccc(C(C(=O)NC2CCCCC2)N(C(=O)c2ccco2)c2ccccc2OC)cc1 (centres undefined)	1.0	6.2	-1.5	0.9	-1.6	1.3	0.2	-3.3	4.1
9	15.3	Cc1ccc2nc(SCC(=O)Nc3cc(C(F)(F)F)ccc3N3CCOCC3)[nH]c2c1	-1.6	-3.3	1.6	2.6	7.4	4.6	-0.1	-9.5	3.1
8	-5.3	O=C(CN1CCN(CC(=O)Nc2ccccn2)CC1)Nc1ccccn1	3.5	7.1	0.8	3.4	-10.1	-1.7	0.5	7.9	-7.8
